Bioassay records: PubChem BioAssay, several laboratories
M4 PAM = positive allosteric modulators of human muscarinic M4 receptor. 360,000 tested, 0.4% active. CHO-K1 hM4/Gqi5, Fluo-8 calcium fluorescence, ACh EC20; 0% = ACh EC20, 100% = maximal ACh. activation, % at 3 µM. P08173;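 active = activation above its plate's cutoff, the mean activation of sample wells plus 3 SD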; note: some results filed as inactive read as strong as hits
Target sequence (P08173 whole entry, looked up): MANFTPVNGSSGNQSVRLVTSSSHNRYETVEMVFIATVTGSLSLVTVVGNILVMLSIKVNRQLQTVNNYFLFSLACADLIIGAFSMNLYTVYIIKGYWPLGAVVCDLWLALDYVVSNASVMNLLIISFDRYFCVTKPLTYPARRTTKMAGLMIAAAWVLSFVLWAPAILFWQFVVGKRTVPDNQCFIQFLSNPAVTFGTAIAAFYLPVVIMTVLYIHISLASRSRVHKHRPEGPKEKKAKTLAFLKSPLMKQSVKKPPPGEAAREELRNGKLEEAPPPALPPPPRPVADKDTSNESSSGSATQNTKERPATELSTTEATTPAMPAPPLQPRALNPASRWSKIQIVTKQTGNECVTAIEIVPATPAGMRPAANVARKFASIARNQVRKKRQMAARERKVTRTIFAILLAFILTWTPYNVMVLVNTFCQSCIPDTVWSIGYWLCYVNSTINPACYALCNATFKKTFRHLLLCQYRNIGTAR
CRFBP-R2 block = CRF-BP/CRF-R2 complex antagonism | inhibition, % at 11.8 µM | 350,000 tested, 0.59% active | AID 588475 | HEK293 CRF-R2/CRF-BP, CRF-induced calcium fluorescence;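 active = inhibition of the ligand-induced calcium signal above about 50% at the single tested concentration, limit read from the data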
GalR3 antag = antagonists of human GalR3 | HEK293 GalR3-CNG cAMP membrane potential fluorescence; galR3 body fused to GalR1 C-terminus | 360,000 tested, 0.44% active | AID 651719 | inhibition, % at 3 µM;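 active = inhibition above the screen-wide average plus 3 SD, cut at about 13% in these data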;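 note: forskolin and galanin both at EC90 stimulate the cells; cAMP rise reported by CNG channel membrane potential dye signal; 0% = forskolin plus galanin with DMSO and 100% = forskolin alone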
Target sequence (O60755 1-299 limits assumed): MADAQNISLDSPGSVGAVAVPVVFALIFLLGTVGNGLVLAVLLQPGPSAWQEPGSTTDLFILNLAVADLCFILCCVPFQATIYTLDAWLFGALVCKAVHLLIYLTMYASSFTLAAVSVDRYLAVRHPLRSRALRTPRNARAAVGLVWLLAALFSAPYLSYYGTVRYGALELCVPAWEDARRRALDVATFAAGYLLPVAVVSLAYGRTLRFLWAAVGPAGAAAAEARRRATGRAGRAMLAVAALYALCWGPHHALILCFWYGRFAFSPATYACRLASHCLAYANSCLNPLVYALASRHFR
PHOSPHO1 block = blocks human PHOSPHO1 phosphatase activity; recombinant PHOSPHO1, absorbance phosphatase assay; Q8TCT1; 290,000 tested, 1.1% active; inhibition, % at 13.3 µM; AID 1565; in the data active = inhibition above about 60%
Target sequence (Q8TCT1 whole entry, looked up): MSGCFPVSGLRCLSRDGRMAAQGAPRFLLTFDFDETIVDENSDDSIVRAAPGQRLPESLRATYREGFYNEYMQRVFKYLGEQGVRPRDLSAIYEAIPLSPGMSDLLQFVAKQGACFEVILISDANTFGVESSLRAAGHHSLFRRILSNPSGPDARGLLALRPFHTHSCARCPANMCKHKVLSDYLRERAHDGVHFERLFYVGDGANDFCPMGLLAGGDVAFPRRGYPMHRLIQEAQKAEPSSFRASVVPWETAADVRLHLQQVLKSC
IDE inh = cellular human IDE inhibition; P14735; HEK cells, FAbetaB cleavage, fluorescence polarization; inhibition, % at 5.59 µM; 320,000 tested, 0.41% active; AID 434962;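 active = percent inhibition above the average of all tested compounds plus 3 SD, set per screening campaign, cut at about 16% in these data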;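 note: IDE supplied by intact live HEK cells; FP after avidin binding of uncleaved biotin substrate so inhibition keeps polarization high; 0% = DMSO wells and 100% = 60 µM reference IDE inhibitor Ii1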
MEKK3 PB1 HTS = raises or lowers MEK5 binding to the human MEKK3 PB1 domain; Q99759; bead-based flow cytometry, Alexa488-MEK5 binding to MEKK3; actives lie on both sides; 0 = blocked by unlabeled MEK5, 100 = vehicle; binding response (% of control), % at 10 µM; 290,000 tested, 1.4% active;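 active = binding response more than 3 SD above or below the average of its plate-row segment, actives on both sides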;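 note: Alexa488 bead fluorescence after subtracting the streptavidin-only scavenger bead signal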
pCIP destab = p/CIP protein destabilization; decrease of EGFP signal, % at 10 µM; 290,000 tested, 0.01% active; F442A p/CIP-EGFP cells, EGFP fluorescence, 16 h; AID 1984;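 active = EGFP signal decrease of at least 30% at 10 µM or well 3 SD below plate mean, unless failing retest; inactive = the rest, including hits failing retest or dose response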; note: some compounds called inactive have numbers as strong as hits; many of its hits are not listed in these tables
CRFBP-R2 agonist = CRF-BP/CRF-R2 complex agonism; activation, % at 13.2 µM; 350,000 tested, 0.46% active; HEK293 CRF-R2/CRF-BP, calcium dye fluorescence (FLIPR); percent of saturating CRF peptide response;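 active = activation of at least 50%, plus an integration ratio under a set limit after plate pattern correction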;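 note: plate controls were neutral control wells without compound for no effect and CRF at EC100 for full effect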
IDE cell activ = activators of human insulin-degrading enzyme in cells; P14735; HEK cells, FAbeta-B cleavage, fluorescence polarization; 0% vehicle, 100% cell-free pure enzyme wells; activation, % at 5.96 µM; 340,000 tested, 0.073% active; AID 493087;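 active = activation above the mean of all tested compounds plus 3 SD, set per screening campaign, cut at about 17% in these data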
The depositor's hits bear a star; . = not tested or not shown.

SMILES | M4 PAM | CRFBP-R2 block | GalR3 antag | PHOSPHO1 block | IDE inh | MEKK3 PB1 HTS | pCIP destab | CRFBP-R2 agonist | IDE cell activ
O=C(NCc1cccs1)C1CCN(S(=O)(=O)c2ccc3c(c2)OCCO3)CC1 | -3 | 18 | -7 | 0 | -2 | 88 | -6 | -1.2 | 4
COc1ccccc1OCCn1c(=O)oc2ccc(C)cc21 | 9 | -1 | -3 | 15 | 4 | 118 | -5 | 0.1 | 1
O=C(Cc1cccc(NC(=O)C2CCCN(C(=O)C3CCC3)C2)c1)Nc1ccc(C(=O)N2CCOCC2)cc1 (stereo unspecified) | 0 | 10 | -8 | . | . | . | . | -3.2 | 4
Cc1ccc(-c2cc(C(=O)N(C)CC(=O)Nc3ccccc3Br)c3ccccc3n2)o1 | -7 | -13 | 4 | . | 0 | . | . | -0.1 | 1
COc1ccc(OCC(O)Cn2c(Br)nc3c2c(=O)[nH]c(=O)n3C)cc1 (stereo unspecified) | -6 | 11 | -7 | -7 | 8 | 103 | 1 | 0.0 | -1
Cn1c(=O)c2c(nc(NCCCO)n2Cc2cccc(C(F)(F)F)c2)n(C)c1=O | 6 | 22 | 9 | 23 | 1 | 88 | -2 | -7.2 | 0
CC(C)(C)c1ccc(S(=O)(=O)NCc2ccc(C(=O)N3CCCC3)cc2)cc1 | 8 | -15 | -7 | 7 | 3 | 103 | -2 | -0.8 | -8
N#Cc1cccc(NC(=O)COC(=O)c2ccc[n+]([O-])c2)c1 | 1 | 8 | 3 | . | 0 | . | . | 0.6 | 1
O=C(N/C(=C/C=C/c1ccccc1)C(=O)N1CCOCC1)c1ccccc1Cl | 7 | -15 | -3 | 26 | -1 | 110 | -5 | 1.1 | 4
Cc1nc2ccc(S(=O)(=O)Nc3cccc(-c4nc5cccnc5s4)c3)cc2s1 | -8 | -27 | . | -14 | 1 | 105 | -20 | 2.4 | 8
Cc1cccc(C(=O)NC(=S)NNC(=O)c2cccs2)c1 | -8 | -75 | -4 | 88* | 4 | 102 | -9 | 270* | -8
Oc1ccc(/C=N/NC(=S)Nc2cccnc2)c(O)c1O | 3 | 16 | -6 | -114 | . | 95 | -4 | -2.3 | -18
COc1ccc(C(=O)C2CCCN(Cc3c[nH]c4ccccc34)C2)c(OC)c1 (stereo unspecified) | -3 | -32 | -7 | 32 | -2 | 103 | -8 | 6.2 | 6
COc1ccc(C(=O)CCC(C)(C)[N+](=O)[O-])cc1OC | -2 | -16 | -3 | 40 | -2 | 104 | -11 | -1.8 | 7
O=C(NC12CC3CC(CC(C3)C1)C2)c1ccc([N+](=O)[O-])cc1 | 1 | 2 | -1 | 40 | 0 | 105 | -14 | -1.6 | 3
Cc1cccc(S(=O)(=O)NNC(=O)Cc2cccn2C)c1 | 2 | -8 | -4 | -45 | 2 | 92 | -6 | 5.3 | -1
Cc1ccc2c(c1C)NC(C)CC2C (stereo unspecified) | -3 | 2 | 1 | -14 | 4 | 99 | -10 | 0.3 | 10
COc1ccc(-c2nc(CN3CCN(C(=O)c4ccco4)CC3)c(C)o2)cc1OC | 4 | 0 | 0 | 24 | -2 | 99 | -8 | -0.7 | 5
CC(C)C(=O)Nc1nnc(S(=O)(=O)N2CCCCCC2)s1 | -5 | 8 | 1 | 31 | 0 | 96 | 0 | -0.8 | 3
COc1ccccc1OCc1ccc(C(=O)Nc2ccc(Cl)cn2)o1 | -3 | 4 | -3 | 8 | 6 | 102 | -2 | -0.2 | -4
COc1ccc(C(=O)NCC(C)(C)CNC(=O)c2ccc(OC)cc2)cc1 | -1 | 2 | 1 | . | 0 | . | . | -0.5 | 5
COCc1cc(C)nc(SCc2ccc(Cl)cc2)c1C#N | 3 | 8 | -3 | 38 | 2 | 103 | -9 | -3.0 | 0
CC(OC(=O)c1cc(S(=O)(=O)N2CCOCC2)ccc1Br)C(=O)N1CCOCC1 (stereo unspecified) | 2 | -7 | -8 | . | 0 | . | . | 0.0 | 1
CC(C)(C)n1nnnc1C(c1ccncc1)N(Cc1ccccc1)Cc1ccco1 (stereo unspecified) | 4 | 5 | -2 | -63 | 3 | 101 | -4 | 0.1 | -8
O=C(NCc1ccco1)C1OCCc2ccccc21 (stereo unspecified) | 6 | 34 | 4 | -7 | -5 | 97 | 1 | -2.5 | 0
Cc1cc(Cl)c(S(=O)(=O)Nc2ccc3c(c2)OCCO3)cc1OCC(N)=O | 0 | 6 | -3 | -14 | 3 | 100 | -6 | -0.5 | 6
Cc1cccc(C)c1NC(=O)C1(C)c2cccc[n+]2CC(=O)N1Cc1cccs1 (stereo unspecified) | -6 | -8 | -5 | -47 | -7 | 101 | -7 | 2.7 | 0
O=C(N/N=C/c1ccccc1)c1ccc(N2CCOCC2)c([N+](=O)[O-])c1 | 2 | 22 | -5 | -6 | 1 | 104 | -26 | 0.3 | -2
C#CC(CO)N(CCN(Cc1ccccc1)C(C#C)CO)Cc1ccccc1 (stereo unspecified) | 9 | -44 | -5 | 28 | 0 | 103 | -5 | 11 | 3
O=S(=O)(c1ccccc1Br)N(Cc1ccccc1)CC(O)COCc1ccccc1 (stereo unspecified) | -7 | -3 | -1 | . | . | . | . | 3.3 | 4
O=C(NCc1csc(-c2cccs2)n1)c1ccccc1 | 2 | 77* | 2 | -6 | 0 | 95 | 2 | 0.0 | 8
C=CCN(CC=C)C(=S)NC(=O)c1ccc(C)c(Br)c1 | -4 | 12 | 0 | 7 | 8 | 100 | -13 | -1.1 | 0
COc1ccc(CCNS(=O)(=O)c2ccc(Cl)cc2)cc1OC | -6 | 19 | -9 | 14 | 3 | 101 | -1 | 1.6 | 1
O=C(CN1CCC(n2cnc3cc(F)ccc32)CC1)Nc1ccccc1Br | 7 | -9 | 8 | -4 | 4 | 97 | 4 | -0.3 | 2
C#CCn1c(=NC(=O)c2ccc(Br)s2)sc2cc(NC(C)=O)ccc21 | 1 | 28 | -4 | -1 | 5 | 99 | -12 | 0.8 | 0
COc1ccc(-c2ccc(-c3cc(=O)oc4cc(OC)c(OC)c(OC)c34)cc2)cc1F | 7 | 1 | 1 | . | . | . | . | 9.6 | 0
COc1cc(OC)cc(C(=O)NCC(=O)OCC(=O)/C=C2/N(C)c3ccccc3C2(C)C)c1 | -21 | 19 | -4 | 53 | 3 | 101 | 5 | -1.3 | 1
O=C(CSc1ncccc1-c1nc2ccccc2[nH]1)N1CCN(c2ccccc2F)CC1 | -4 | 37 | -7 | 88* | -4 | 72 | -15 | -0.2 | -4
CCN(CC)S(=O)(=O)c1ccc(N2CCOCC2)c(NC(=O)c2cc(-c3ccccn3)nc3ccccc23)c1 | -16 | 6 | 1 | 32 | . | 103 | -46 | 1.5 | 0
O=C(c1ccc(CS(=O)(=O)c2ccc(Br)cc2)o1)N1CCN(C2CCCCC2)CC1 | -5 | . | -2 | 19 | 2 | . | 5 | . | 1

Ordered by molar mass (descending): 5 of the compounds above.
SMILES | M4 PAM | CRFBP-R2 block | GalR3 antag | PHOSPHO1 block | IDE inh | MEKK3 PB1 HTS | pCIP destab | CRFBP-R2 agonist | IDE cell activ
COc1cc(OC)cc(C(=O)NCC(=O)OCC(=O)/C=C2/N(C)c3ccccc3C2(C)C)c1 | -21 | 19 | -4 | 53 | 3 | 101 | 5 | -1.3 | 1
COc1ccc(-c2ccc(-c3cc(=O)oc4cc(OC)c(OC)c(OC)c34)cc2)cc1F | 7 | 1 | 1 | . | . | . | . | 9.6 | 0
C#CCn1c(=NC(=O)c2ccc(Br)s2)sc2cc(NC(C)=O)ccc21 | 1 | 28 | -4 | -1 | 5 | 99 | -12 | 0.8 | 0
COc1ccc(CCNS(=O)(=O)c2ccc(Cl)cc2)cc1OC | -6 | 19 | -9 | 14 | 3 | 101 | -1 | 1.6 | 1
O=C(NCc1ccco1)C1OCCc2ccccc21 (stereo unspecified) | 6 | 34 | 4 | -7 | -5 | 97 | 1 | -2.5 | 0

More compounds follow.
SMILES | M4 PAM | CRFBP-R2 block | GalR3 antag | PHOSPHO1 block | IDE inh | MEKK3 PB1 HTS | pCIP destab | CRFBP-R2 agonist | IDE cell activ
Cc1ccc2c(c1)C1CN(C)CCC1N2CC(=O)N(C)c1ccccc1 (stereo unspecified) | 7 | -4 | -6 | 83* | -3 | 104 | 2 | 1.3 | 3
CCOC(=O)C1=C(CNCc2ccc(C)cc2)NC(=O)NC1c1ccc(OC)cc1 (stereo unspecified) | 3 | -13 | -5 | -13 | -2 | 101 | 6 | 2.5 | 0
COc1cccc(/C=N/NC(=O)CNC(=O)CCc2ccccc2)c1O | 6 | 4 | -1 | 8 | 7 | 95 | 8 | -1.5 | 4
COc1ccc(C(=O)CC(C#N)c2ccc3c(c2)OCO3)cc1OC (stereo unspecified) | -3 | 41 | -6 | . | . | . | . | -2.0 | .
S=C(Nc1ccccc1)Nc1ccccc1-n1cccc1 | -3 | -11 | -1 | -23 | . | 99 | 3 | -1.0 | .
COc1ccc(-n2nc(C(=O)NCC(=O)NC(C)C)c3ccccc3c2=O)cc1Cl | -7 | 4 | -11 | 28 | -4 | 106 | 8 | -0.8 | 3
CCC(C)[C@H](NS(=O)(=O)c1ccc(C)cc1)C(=O)N1CCC(C(=O)N2CCC(C(=O)OC)CC2)CC1 (stereo partly specified) | -1 | 0 | -8 | 40 | 1 | 96 | 2 | -1.8 | 4
CCOC(=O)C1=C(C)N=c2s/c(=C/c3cccc([N+](=O)[O-])c3O)c(=O)n2C1c1cc(OC)c(OC)c(OC)c1 (stereo unspecified) | -7 | 1 | -8 | -46 | 9 | 91 | -6 | 10 | -4
COc1ccc(NC(=O)C2CCN(C(=O)[C@@H]3Cc4ccccc4CN3C(=O)OC(C)(C)C)CC2)cc1 | -5 | 27 | 0 | 18 | 2 | 99 | 4 | -1.0 | 1
CCOc1ccc(N2CC(C(=O)NCCc3c[nH]c4ccc(C)cc34)CC2=O)cc1 (stereo unspecified) | -2 | -2 | -2 | 18 | 3 | 100 | -11 | -0.8 | -1
Cc1ccc(S(=O)(=O)N2CCSCCSCCSCCSCC2)cc1 | -3 | -19 | -3 | . | . | . | . | 6.9 | 7
N=C1/C(=C/c2ccc(OCc3ccccc3F)cc2)C(=O)N=C2SC(CC(=O)N3CCOCC3)=NN12 | 3 | -16 | 0 | 18 | 3 | 97 | -6 | -0.6 | 7
O=C(CSc1nc2ccccc2o1)N1CCN(c2ccccc2)CC1 | 1 | -1 | 2 | -13 | -2 | 103 | 6 | -0.6 | 4
Cc1ccccc1-c1nc(CS(=O)(=O)CC(=O)NCCCN2CCN(C)CC2)c(C)o1 | -3 | 4 | 5 | 12 | 8 | 97 | 2 | 1.6 | 5
COC(=O)/C=c1/s/c(=C(\C#N)C(=O)NCc2ccco2)n(-c2ccc(C)cc2)c1=O | 0 | 29 | -3 | 27 | 6 | 95 | -6 | 7.5 | -5
CN(C)c1nc2c(c(=O)[nH]c(=O)n2C)n1CCCc1ccccc1 | 3 | -4 | -7 | 45 | 9 | 107 | -20 | -0.3 | 1
CCc1ccc(C(=O)COC(=O)CNC(=O)c2ccc(Br)o2)cc1 | 2 | 23 | -2 | 18 | 3 | 102 | -15 | -7.2 | -1
Cc1cc(C)n2nc(SCc3nnc(SCc4ccccc4Cl)s3)nc2n1 | 5 | -5 | 2 | -15 | -3 | 105 | 1 | 0.9 | -1
CC(Oc1ccccc1F)c1nnc(SCC(=O)c2c(N)n(C3CC3)c(=O)[nH]c2=O)o1 (stereo unspecified) | 8 | -2 | -2 | . | 0 | . | . | -0.4 | 2
CCOC(=O)CCc1c(C)c2ccc3c(c2oc1=O)CN(CCCO)CO3 | -7 | 12 | -12 | 15 | 0 | 96 | -11 | -0.9 | 5
